ELG1 genotox: genotoxicity induction in ELG1-luciferase HEK293T cells | AID 504466 | HEK293T ELG1-luciferase reporter, luminescence, 16 h | Potency, µM (titrated, usually from 46 µM), without a hit: at the highest dose activity change, positive = activation, actives largely listed as activators | 330,000 compounds, 1.3% hits; further: % of control where 0% means no effect; nearly all actives have a fitted effect of over 60% in size
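Genotoxic stress is detected as increased luminescence from luciferase-tagged ELG1 in HEK293T cells, measured with ONE-Glo after a 16 hr treatment at 37 °C.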
VP16 counter: inhibits Gal4-VP16 luciferase reporter, ROR gamma counter-screen; Drosophila S2 Gal4-VP16 UAS-luciferase, luminescence, 20 h; Potency, µM (top dose mostly 53.6 µM), inactives show at the top dose activity, negative = inhibition, most hits filed as inhibitors; 310,000 compounds, 3.5% hits;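 further: Gal4-VP16 expression switched on by copper sulfate through the metallothionein promoter; on the % scale 0 is the no-effect control and ±100 the full control effect; nearly all actives have a fitted effect of over 50% in size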
MBNL1 CUG block: MBNL1-poly(CUG) RNA binding inhibition | TR-FRET MBNL1-His/biotin-(CUG)12 binding, 665/545 ratio | Potency, µM (titrated, usually from 57.5 µM), for inactives: at the highest dose activity change, negative = inhibition, usual class: inhibitors | AID 2675 | 280,000 compounds, 0.036% hits; active means well fitted inhibition curve with a large enough effect in the signal ratio, with a control signal flat, not every such curve was filed as active; inconclusive means small, poorly fitted or top-dose-only effect, or effect the other way, or a change in a side signal; inactive means no such curve, though single readings can be large or run the other way; the % refers to the signal ratio; further: on the % scale 0 is the no-effect control and ±100 the full control effect
Target sequence (Q9NR56 whole entry, looked up): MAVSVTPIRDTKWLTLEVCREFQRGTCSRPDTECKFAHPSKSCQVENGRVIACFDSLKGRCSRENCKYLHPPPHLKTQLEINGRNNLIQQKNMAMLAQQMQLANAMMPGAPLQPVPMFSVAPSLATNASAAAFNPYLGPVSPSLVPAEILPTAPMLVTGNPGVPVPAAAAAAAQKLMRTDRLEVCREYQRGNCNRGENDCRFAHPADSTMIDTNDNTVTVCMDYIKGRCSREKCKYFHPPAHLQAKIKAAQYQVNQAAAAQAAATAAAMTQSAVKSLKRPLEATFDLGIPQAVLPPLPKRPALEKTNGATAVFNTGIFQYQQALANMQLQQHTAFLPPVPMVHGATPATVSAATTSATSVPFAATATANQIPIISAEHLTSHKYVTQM
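Compounds (final 92 nM to 58 uM) are added to His-tagged MBNL1 and biotin-(CUG)12, then terbium anti-His antibody and streptavidin-XL665 (5 nM final). After 60 min at room temperature, the 665/545 nm ratio is read.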
NPC1 promoter act: NPC1 promoter activation. Potency, µM (top dose mostly 9.22 µM), for inactives: at the highest dose activation, usual class: activators. Huh7 NPC1 promoter luciferase reporter, 24 h. 320,000 compounds, 2.4% hits. AID 485313;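 further: % of control where 0% means no effect; nearly all actives have a fitted effect of over 60% in size; reporter is driven by a mutant NPC1 promoter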
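Luminescence read-out of NPC1 promoter-driven luciferase in stably transfected Huh7 cells; compounds delivered in DMSO and left 24 h at 37C, 5% CO2, qHTS titration format.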
RORg inh: inhibitors of mouse ROR gamma transcriptional activity. P51450. 310,000 compounds, 5.4% hits. AID 2551. Drosophila S2 Gal4-RORgamma UAS-luciferase reporter, 20 h. Potency, µM (titrated, usually from 53.6 µM), without a hit: top-dose activity change, negative = inhibition, usual class: inhibitors; further: on the % scale 0 is the no-effect control and ±100 the full control effect; nearly all actives have a fitted effect of over 60% in size
Target sequence (P51450 whole entry, looked up, the tested form may be a part): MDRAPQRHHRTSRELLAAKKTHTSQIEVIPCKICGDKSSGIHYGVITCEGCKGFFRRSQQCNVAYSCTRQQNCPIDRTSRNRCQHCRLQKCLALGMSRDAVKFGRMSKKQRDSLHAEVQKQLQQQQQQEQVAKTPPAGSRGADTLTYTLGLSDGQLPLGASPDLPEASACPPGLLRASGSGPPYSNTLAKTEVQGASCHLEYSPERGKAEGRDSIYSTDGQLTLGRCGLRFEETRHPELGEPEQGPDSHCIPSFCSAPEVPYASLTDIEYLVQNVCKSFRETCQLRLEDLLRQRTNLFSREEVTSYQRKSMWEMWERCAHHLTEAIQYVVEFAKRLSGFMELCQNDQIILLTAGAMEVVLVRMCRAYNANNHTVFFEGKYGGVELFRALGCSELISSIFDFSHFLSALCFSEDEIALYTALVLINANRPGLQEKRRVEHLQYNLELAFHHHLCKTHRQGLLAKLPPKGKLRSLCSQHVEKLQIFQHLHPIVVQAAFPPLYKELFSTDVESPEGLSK
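A Gal4/UAS one-hybrid system in insect cells: metallothionein-promoter Gal4–ROR gamma fusion plus Photinus luciferase reporter. Copper sulfate 700 uM final, 20 hr ambient incubation, luminescent detection after 10 min with reagent.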
Rab9 promoter act: activates the Rab9 promoter; Huh7 Rab9 promoter-luciferase reporter, luminescence, 24 h; Potency, µM (titrated, usually from 9.22 µM), for the others: at the top dose activation, negative = inhibition, actives largely listed as activators; 320,000 compounds, 2.8% hits; further: % of control where 0% means no effect; nearly all actives have a fitted effect of over 60% in size
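Luminescence from Amplite-detected luciferase (10 minutes, ambient) reports Rab9 promoter activation. Before that, stable Rab9-luciferase Huh7 cells (1500/well, reduced-serum OP-MEM I plus 10% FBS) were exposed to compound for 24 hours at 37C.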
p53 reactivation: mutant p53 re-activation in reporter cells | Potency, µM (doses to about 92.2 µM), for inactives: at the highest dose activity change, positive = activation, hits mostly activators | 320,000 compounds, 0.063% hits | H1299 p53-A138V BP100-luciferase reporter, luminescence, 24 h | AID 504706; further: % of control where 0% means no effect; nearly all actives have a fitted effect of over 45% in size
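p53-null H1299 cells stably carrying temperature-sensitive p53-A138V and a BP100-luciferase reporter were pinned with compounds (4-point, 1:5 series) and held 24 hrs at 37 deg C. Luminescence was read 10 min after detection reagent.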
BRCA1 expr up: increases BRCA1 expression | Potency, µM (doses to about 46.1 µM), without a hit: at the highest dose activation, actives largely listed as activators | 380,000 compounds, 1.1% hits | MCF7-BRCA1-FFLuc reporter, luminescence, 48 h; response scale: scaled: vehicle 0%, 10 µM genistein 100%; further: nearly all actives have a fitted effect of over 80% in size; some results filed as inactive show a strong effect at the top dose
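Luminescence from a BRCA1-driven firefly luciferase in MCF7 cells was read after 48 h compound exposure at 37 C. Data normalized against DMSO and a 10microM genistein activation control, then curve-fitted across the titration.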
FLuc counter: firefly luciferase modulation, counter-screen for miR-21 project. purified FLuc, Km substrates, luminescence inhibition. Potency, µM (series often up to 57.5 µM), for inactives: top-dose activity change, negative = inhibition, most hits filed as inhibitors. 360,000 compounds, 6.9% hits. AID 588342;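 further: plate controls were vehicle for no effect and reference inhibitor for full effect; nearly all actives have a fitted effect of over 55% in size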
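Biochemical qHTS of compounds, final roughly 60 µM downward over six points, against 10 nM purified firefly luciferase using Km concentrations of substrates (10 uM D-luciferin, 10 uM ATP) in Tris acetate pH 7.5 buffer; luminescence output.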
uPA generation: blocks generation of uPA at the cell surface; cell surface uPA generation assay, qHTS; Potency, µM (highest dose often 38.3 µM), without a hit: top-dose activity change, negative = inhibition, most hits filed as inhibitors; 330,000 compounds, 0.31% hits; AID 540303; active means well fitted inhibition curve with a large enough effect; inconclusive means small, poorly fitted or top-dose-only effect; inactive means no such curve, though single readings can be large or run the other way; tested in mouse RAW 264.7 cells; further: on the % scale 0 is the no-effect control and ±100 the full control effect; nearly all actives have a fitted effect of over 55% in size
MLL CXXC-DNA inh: blocks binding of human MLL CXXC domain to DNA; MLL-CXXC / FITC-HOXA9 DNA fluorescence polarization; Q03164; AID 2662; Potency, µM (doses to about 115 µM), inactives show at the highest dose activity change, negative = inhibition, hits mostly inhibitors; 290,000 compounds, 0.037% hits; active means well fitted inhibition curve with a large enough effect in the polarisation, with a control signal flat, not every such curve was filed as active; inconclusive means small, poorly fitted or top-dose-only effect, or effect the other way, or a change in a side signal; inactive means no such curve, though single readings can be large or run the other way; the % refers to the polarisation
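Fluorescence polarization: 7 uM MLL-CXXC (stock) preincubated 5 min with compounds, then 50 nM fluorescein-HOX-A9 DNA (stock) added; 30 min ambient. Buffer 50 mM Tris-HCl pH 7.5, 50 mM NaCl, 1 mM DTT, 0.05% BSA.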
The depositor's hits bear a star; ? = inconclusive; . = not tested or not shown; & = joins results of further samples; [ ] = remark or other dose. Unless noted, the call rests on the fitted dose curve; in most records, active means well fitted curve in the direction sought with a large enough effect; inconclusive means small, poorly fitted or top-dose-only effect, or another doubt; inactive means no such curve, though single readings can be large; an effect the other way counts as inactive or inconclusive. Potency means the concentration at half of the fitted maximal effect. Only part of the results is shown; count on the stated rates, not on these rows.

SMILES	ELG1 genotox	VP16 counter	MBNL1 CUG block	NPC1 promoter act	RORg inh	Rab9 promoter act	p53 reactivation	BRCA1 expr up	FLuc counter	uPA generation	MLL CXXC-DNA inh
CSc1nnc2c(n1)[nH]c1c(C)cccc12	-6%	25%	?	4%	?	7%	4%	18%	?	4%	1%
Cc1cc(C)cc(NC(=O)c2nccnc2C(=O)O)c1	4%	0%	-15%	13%	-5%	-1%	-1%	26%	6%	16%	5%
O=C(COc1ccccc1)n1nc(-c2ccc(Cl)cc2)nc1NCc1ccco1	21µM*	-5%	-5%	29%	23%	?	?	40%[1.84 µM]	?	-7%	5%
Cc1ccc(NC(=O)COC(=O)c2cc(C)nc3ccccc23)c([N+](=O)[O-])c1	7%	-7%	6%	-1%	17%	1%	8%	-8%	0%	3%	6%
COc1ccc(CCC(=O)NCc2ccco2)cc1	1%	-4%	8%	0%	26%	-3%	4%	0%	0%	-7%	-7%
CCCOc1ccc(NC(=O)CC2C(=O)Nc3ccccc3N2CC(=O)N2CCCC2)cc1 (stereo not given)	2%	.	.	-1%	.	3%	-7%	3%	3%	7%	.
COc1ccc(NC(=O)C(=O)N/N=C\c2ccc(CNC(=O)C(=O)Nc3ccc(C)c(C)c3)o2)c(OC)c1	19%	3.2µM*	2%	-21%	11%[1.91 µM]	-23%	.	-10%	-2%	2%	74%[activator]
COc1ccc(/C=N/NC(=O)CSCC(=O)Nc2ccccc2)cc1OC	1%	-5%	7%	0%	15%	4%	-6%	-23%	-23%	-11%	-3%
CCOC(=O)C1CCN(C(=O)CC(C)S(=O)(=O)c2ccc3c(c2)NC(=O)CO3)CC1 (stereo not given)	-4%	6%	-15%	-5%	-16%	0%	-1%	0%	3%	-2%	6%
NC(=O)C1CCN(CC(=O)Nc2nccs2)CC1	2%	4%	1%	-4%	21%[1.91 µM]	-2%	8%	-28%	3%	4%	-8%
COc1cccc(C(C(=O)NC2CCCCC2)N(C(=O)c2ccco2)c2ccc(-n3cnnn3)c(C)c2)c1 (stereo not given)	-2%	-7%	-7%	-3%	33%	-3%	-8%	-8%	1%	6%	0%
O=C(c1ccccc1F)N1CCN(C(=O)C(c2ccccc2)c2ccccc2)CC1	-4%	-12%	-1%	0%	-5%	-1%	8%	-7%	2%	-4%	18%
O=c1c2cc([N+](=O)[O-])ccc2nc2n1CCCC2	-3%	-6%	?	0%	-5%	-2%	5%	-15%	-2%	-6%	9%
CCOP(=O)(OCC)c1nc(-c2cccc3ccccc23)oc1N1CCCCC1	-5%	-23%	24%	-2%	-22%	-2%	-1%	-32%	-9%	-2%	2%
COc1ccc(C2=CC(=O)C[C@H](c3ccc(F)cc3)C2)cc1OC	0%	.	.	-1%	.	-4%	-13%	-9%	2%	-3%	.
C#CCn1c(S(=O)(=O)Cc2ccc(OC)cc2)nc(-c2ccccc2)c1-c1ccccc1	-6%	3%	-2%	0%	-6%	0%	-4%	-46%	2%	.	20%
COc1cccc(-n2c(-c3ccco3)nc3nc4ccccc4nc32)c1	0%	23%	8%[11.5 µM]	-1%	-1%	-1%	7%	-23%	-19%	16%	0%
Cn1c(N)c(C(=O)COC(=O)c2ccc(S(=O)(=O)N3CCCCC3)cc2)c(=O)n(C)c1=O	-8%	-9%	-6%	2%	?	11%	-1%	.	-1%	.	-5%
COC(=O)c1ccccc1OC(=O)c1cc[n+]([O-])cc1	1%	-4%	12%	-6%	4%	0%	-1%	2%	-2%	10%	3%
Cc1ccc(C)c(S(=O)(=O)/N=C2\C=C(NS(=O)(=O)c3ccccc3)C(=O)c3ccccc32)c1	-23%	7%	?	2%	-21%	1%	0%	-50%	?	1%	7%

Given with values under each structure: entries from further up
Each structure is followed by: ELG1 genotox, VP16 counter, MBNL1 CUG block, NPC1 promoter act, RORg inh, Rab9 promoter act, p53 reactivation, BRCA1 expr up, FLuc counter, uPA generation, MLL CXXC-DNA inh
> CSc1nnc2c(n1)[nH]c1c(C)cccc12
 : -6%, 25%, ?, 4%, ?, 7%, 4%, 18%, ?, 4%, 1%
> Cc1cc(C)cc(NC(=O)c2nccnc2C(=O)O)c1
 : 4%, 0%, -15%, 13%, -5%, -1%, -1%, 26%, 6%, 16%, 5%
> O=C(COc1ccccc1)n1nc(-c2ccc(Cl)cc2)nc1NCc1ccco1
 : 21µM*, -5%, -5%, 29%, 23%, ?, ?, 40%[1.84 µM], ?, -7%, 5%
> Cc1ccc(NC(=O)COC(=O)c2cc(C)nc3ccccc23)c([N+](=O)[O-])c1
 : 7%, -7%, 6%, -1%, 17%, 1%, 8%, -8%, 0%, 3%, 6%
> COc1ccc(CCC(=O)NCc2ccco2)cc1
 : 1%, -4%, 8%, 0%, 26%, -3%, 4%, 0%, 0%, -7%, -7%
> CCCOc1ccc(NC(=O)CC2C(=O)Nc3ccccc3N2CC(=O)N2CCCC2)cc1 (stereo not given)
 : 2%, ., ., -1%, ., 3%, -7%, 3%, 3%, 7%, .
> COc1ccc(NC(=O)C(=O)N/N=C\c2ccc(CNC(=O)C(=O)Nc3ccc(C)c(C)c3)o2)c(OC)c1
 : 19%, 3.2µM*, 2%, -21%, 11%[1.91 µM], -23%, ., -10%, -2%, 2%, 74%[activator]

The list goes on:
SMILES	ELG1 genotox	VP16 counter	MBNL1 CUG block	NPC1 promoter act	RORg inh	Rab9 promoter act	p53 reactivation	BRCA1 expr up	FLuc counter	uPA generation	MLL CXXC-DNA inh
COc1ccc(S(=O)(=O)NNC(=O)C(=O)NNc2ccccn2)cc1	4%	10%	.	-2%	1%	10%	-1%	-21%	-1%	-19%	-2%
Cc1ccc(NCc2ccco2)cc1C	2%	10%	-7%	-4%	3%	-2%	1%	-21%	?	14%	11%
Cc1cccnc1NC1(C(F)(F)F)N=C2SCCN2C1=O (stereo not given)	1%	3%	-4%	1%	-19%	-4%	-4%	21%	0%	4%	-2%
COc1cccc(CC(=O)OCC(=O)Nc2c(C)nn(-c3ccccc3)c2C)c1	3%	.	.	-12%	.	-1%	3%	4%	4%	1%	.
O=C(CCNC(=O)c1ccc(Br)o1)NCc1ccc(Cl)cc1	2%	6%	1%	2%	43%	?	-1%	15%	1%	.	0%
CSc1nc2ccc3nc(NC(=O)c4ccccc4)sc3c2s1	?	-9%	6%	3.2µM*	0%	3.5µM*	?	?	?	-22%	33%[activator]
c1ccc(-c2noc(CSc3nc4ccccc4o3)n2)cc1	1%	-6%	-3%	4%	2%	7%	?	40%	?	0%	0%
CCN(C(=O)c1ccc2c(Cl)c3c(nc2c1)CCC3)c1ccc(C)c(C)c1	-10%	-9%	26%	2%	?	-4%	0%	-64%	-4%	-27%	5%
COC(=O)[C@@H]1C[C@@]2(O)[C@H](O)[C@H](O)[C@H](O)C[C@H]2N1Cc1cc(F)ccc1F	4%	11%&-5%	-11%	1%	21%&-1%	-2%	-1%	-2%	0%	3%	5%
COc1ccc(C2N(c3ccc(OC)cc3)C(=O)C3CCCN32)cc1 (stereo not given)	2%	3%	-4%	8%	18%	2%	5%	5%	-5%	3%	-10%
COc1ccc(/C=N/NC(=O)c2ccc(OC)c(OC)c2)cc1COc1c(F)c(F)c(F)c(F)c1F	-5%	?	9%	-25%	0%	-30%[inhibitor]	-3%	-84%[inhibitor]	1%	-8%	10%
CCOc1ccc(-c2cccc(NS(=O)(=O)c3ccc([N+](=O)[O-])cc3)c2)nn1	-1%	.	.	3%	.	-1%	12%	-32%	5%	1%	.
CC(C)C1=NN(C(=O)c2ccccc2)C(O)(C(C)(C)C)C1 (stereo not given)	-1%	?	-10%	-3%	4.5µM*	-1%	1%	-2%	1%	-2%	-2%
CCc1ccc(C(=O)N/N=C(\C)c2cccnc2)s1	5%	8%	-8%	11%	19%	0%	-4%	74%	2%	-3%	-1%
Cn1c(CCNC(=O)c2ccc(Cl)cc2)n[nH]c1=S	-1%	0%	-15%	0%	-11%	1%	-3%	17%	-8%	3%	-5%
CCOC(=O)C1(Cc2cccc(Cl)c2)CCCN(C(=O)CCSC)C1 (stereo not given)	2%	1%	-1%	?	-1%	6%	2%	2%	-15%	5%	-8%
Cc1nnc2sc(SCC(=O)N3CCC(C)CC3)nn2c1=O	4%	-1%	-1%	1%	0%	-1%	-5%	9%	-2%	-6%	1%
COc1cccc(CN(C)C(=O)CN2C(=O)NC3(CCCc4ccccc43)C2=O)c1 (stereo not given)	-1%	.	.	0%	.	2%	-12%	-14%	4%	2%	.
